MITF act: activators of MITF-driven TRPM1 promoter activity in SK-MEL-5 cells; SK-MEL-5 TRPM1-promoter luciferase, 24 h; % of positive control, neutral wells = 0; activation, % at 12.5 µM; 0.75% of 300,000 active; AID 588334;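 active means mean activation of at least 80% with every replicate also reaching 80%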;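 further: 0% = neutral control wells and 100% = parthenolide positive control wells; values of inactives mirror those of a sister screen read the other way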
CAL PDZ FP-1: human CAL PDZ-peptide interaction inhibition. Q9HD26. purified CAL PDZ, TMR-peptide fluorescence polarization, 1 h. inhibition, % at 20 µM. 0.02% of 330,000 active. AID 504414;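 active means highest replicate inhibition of at least 40%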;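 further: plate controls were DMSO neutral control wells for no effect and unlabeled competitor peptide control wells for full effect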
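Test system: tagged CAL PDZ domain / Buffer or medium: sodium phosphate/NaCl buffer pH 7.4 with TCEP, IgG, Thesit / Reagent: TMR-labelled reporter peptide T*-PRC34 bound in PDZ groove / Compound dosing: single point, 20 µM / Schedule: 1 h incubation at room temperature before polarization reading / Technique: fluorescence polarization (mP) / Benchmarks: unlabelled peptide, DMSO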
dFosB act: activators of mouse delta FosB homodimer. P13346. 0.99% of 340,000 active. activation, % at 25 µM. purified delta FosB, TAMRA-CDK5 oligo fluorescence polarization; percent of positive-control signal above neutral wells;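 active means mean activation above about 17%, with every replicate also reaching it, limit read from the data, passing the limit was not always enough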;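 further: fluorescence polarization rise as delta FosB binds a TAMRA Cdk5 AP-1 oligo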
SR-BI DiI inh: mouse SR-BI HDL lipid transfer inhibition; 0.96% of 320,000 active; ldlA[mSR-BI] CHO cells, DiI-HDL uptake fluorescence, 3 h; inhibition, % at 12.5 µM; Q61009; AID 488896;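 active means mean replicate inhibition of at least 70% and a set share of replicates each scoring 70 or more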;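 further: 0% = median of neutral control wells and 100% = median of positive control wells; values of inactives mirror those of a sister screen read the other way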
NSD2 HMT inh: NSD2 (human) methyltransferase inhibition; O96028; NSD2 peptide methylation, AlphaScreen, 120 min; inhibition, % at 12.5 µM; 0.54% of 310,000 active; AID 743445; in the data active means inhibition above about 50%
Target sequence (O96028 whole entry, looked up): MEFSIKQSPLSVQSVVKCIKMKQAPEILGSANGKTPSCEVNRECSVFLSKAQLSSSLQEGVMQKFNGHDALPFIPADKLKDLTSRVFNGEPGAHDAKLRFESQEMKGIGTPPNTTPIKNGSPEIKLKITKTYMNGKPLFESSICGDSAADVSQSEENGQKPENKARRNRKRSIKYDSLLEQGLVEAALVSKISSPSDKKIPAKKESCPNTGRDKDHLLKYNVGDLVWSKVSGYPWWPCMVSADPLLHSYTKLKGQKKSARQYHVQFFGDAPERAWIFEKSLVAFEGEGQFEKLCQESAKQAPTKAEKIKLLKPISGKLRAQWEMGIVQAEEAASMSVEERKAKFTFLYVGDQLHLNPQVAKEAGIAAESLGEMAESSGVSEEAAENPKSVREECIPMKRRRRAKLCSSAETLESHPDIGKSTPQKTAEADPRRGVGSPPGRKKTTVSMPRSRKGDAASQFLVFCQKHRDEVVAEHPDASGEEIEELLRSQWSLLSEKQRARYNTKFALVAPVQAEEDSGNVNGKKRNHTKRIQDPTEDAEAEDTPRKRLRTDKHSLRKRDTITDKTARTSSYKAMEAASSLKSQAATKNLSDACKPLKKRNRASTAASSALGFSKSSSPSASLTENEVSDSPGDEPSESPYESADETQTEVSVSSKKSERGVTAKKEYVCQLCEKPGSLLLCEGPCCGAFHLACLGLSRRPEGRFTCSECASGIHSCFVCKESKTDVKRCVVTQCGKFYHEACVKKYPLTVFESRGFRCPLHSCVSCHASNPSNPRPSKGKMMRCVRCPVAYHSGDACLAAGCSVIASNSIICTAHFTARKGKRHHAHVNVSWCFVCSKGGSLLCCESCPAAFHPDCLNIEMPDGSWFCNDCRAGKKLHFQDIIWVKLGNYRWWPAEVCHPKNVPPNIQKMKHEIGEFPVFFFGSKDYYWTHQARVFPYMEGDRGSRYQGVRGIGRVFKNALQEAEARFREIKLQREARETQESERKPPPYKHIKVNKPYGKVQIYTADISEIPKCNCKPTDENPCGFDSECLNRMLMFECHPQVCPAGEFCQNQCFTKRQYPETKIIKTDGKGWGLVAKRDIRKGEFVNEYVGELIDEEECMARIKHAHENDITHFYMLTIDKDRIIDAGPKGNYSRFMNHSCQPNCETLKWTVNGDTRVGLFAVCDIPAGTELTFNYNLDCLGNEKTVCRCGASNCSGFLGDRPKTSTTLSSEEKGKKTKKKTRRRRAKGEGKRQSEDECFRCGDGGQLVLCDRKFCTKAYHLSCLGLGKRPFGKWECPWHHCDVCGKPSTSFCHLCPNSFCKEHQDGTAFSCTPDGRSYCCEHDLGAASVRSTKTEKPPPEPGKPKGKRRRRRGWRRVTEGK
Rtt109 HAT inh: blocks Candida albicans Rtt109/Vps75 acetyltransferase activity. Q5AAJ8. purified Rtt109/Vps75, ThioGlo CoA-SH fluorescence, 4 h. inhibition, % at 34.9 µM. 0.16% of 330,000 active;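 active means inhibition of at least 50% in every replicate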
PvdQ acylase: P. aeruginosa PvdQ acylase inhibition; inhibition, % at 10 µM; purified PvdQ acylase, fluorescence plate reader; 0.063% of 340,000 active; in the data active means inhibition above about 30%, passing the limit was not always enough;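 further: 0% = vehicle neutral wells and 100% = reference inhibitor wells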
CAL PDZ FP-2: inhibitors of human CAL PDZ peptide binding; Q9HD26; purified CAL PDZ, TMR-peptide fluorescence polarization, 1 h; AID 602252; inhibition, % at 24.9 µM; 0.92% of 300,000 active;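 active means mean inhibition of at least 30% with at least half of replicates also reaching 30%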;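 further: 0% = DMSO neutral control and 100% = excess unlabeled competitor peptide PRC23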
SR-BI DiI-HDL act: enhances SR-BI lipid uptake from DiI-HDL; 0.096% of 320,000 active; CHO ldlA[mSR-BI] cells, DiI-HDL uptake fluorescence, 3 h; 100 = double the neutral-control signal; AID 504775; activation, % at 12.5 µM;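 active means mean replicate activation of at least 60% and every replicate at or above 60%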;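 further: 0% = median plate neutral-control signal and 100% = twice that signal; values of inactives mirror those of a sister screen read the other way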
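Assay system: LDL receptor-deficient CHO ldlA cells overexpressing murine SR-BI / Medium: BSA-supplemented, HEPES-buffered Ham's F12, pH 7.4 / Probe or stimulus: DiI-labelled HDL at 10 µg/mL final / Timing: compound with DiI-HDL co-incubation, 3 h at 37 °C / Technique: bottom-read cell fluorescence after medium removal, ex 550/em 595 nm / Measure: HDL uptake via cellular fluorescence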
PfHsp90 yeast 2: reduces growth (ATP signal) of yeast expressing P. falciparum Hsp90. S. cerevisiae expressing PfHsp90, BacTiter-Glo ATP, 48 h; yeast lacking PDR1 and PDR3 efflux regulators. inhibition, % at 9.4 µM. 0.32% of 310,000 active. AID 504621;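 active means every replicate shows inhibition above about 80%, whatever the replicate mean, limit read from the data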;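 further: 0% = DMSO neutral controls and 100% = 20 µM radicicol positive controls; yeast relying on Plasmodium falciparum Hsp90 in place of its own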
An asterisk follows results filed as active; / = not tested or not shown.

No.	MITF act	CAL PDZ FP-1	dFosB act	SR-BI DiI inh	NSD2 HMT inh	Rtt109 HAT inh	PvdQ acylase	CAL PDZ FP-2	SR-BI DiI-HDL act	PfHsp90 yeast 2	smiles
1	/	-0.3	2	-11	0	12	24	-1	11	10	CC(C)CNS(=O)(=O)c1ccc(CCC(=O)NCc2cccnc2)cc1
2	1	-0.5	62*	39	/	13	8	/	-39	-10	O=C(Nc1ccc(Oc2ccccc2)cc1)c1ccc(Cn2c(=O)[nH]c3ccsc3c2=O)cc1
3	-1	/	-8	8	1	-14	6	-7	-8	14	COCCOC(=O)C1=C(C)N=C2SCCC(=O)N2C1c1ccc(C(=O)OC)cc1 (stereo unspecified)
4	-1	-0.2	-7	4	2	4	1	/	-4	-20	CCOC(=O)C1CCN(c2c(NCc3ccc(C(=O)NCCC(C)C)cc3)c(=O)c2=O)CC1
5	-5	-1.7	-9	-14	-1	-15	-16	/	14	-24	CC(OC(=O)c1cc(=O)[nH]c2ccccc12)C(=O)N1C(C)CCCC1C (stereo unspecified)
6	-14	-4.5	3	64	-2	2	-3	-3	-64	-10	Cc1c(NC(=O)C(C)OC(=O)c2cc(-c3cccc4ccccc34)nc3ccccc23)c(=O)n(-c2ccccc2)n1C (stereo unspecified)
7	-5	-0.5	-2	20	2	0	-8	-1	-20	-36	CN(CC(=O)Nc1ccc(N2CCOCC2)cc1)C(=O)c1cccc(Cl)c1Cl
8	5	-0.3	-9	-3	1	1	-7	/	3	12	COc1cccc(C2C3=C(CCCC3=O)Nc3[nH]n(-c4ccccc4)c(=O)c32)c1 (stereo unspecified)
9	-25	0.4	-2	19	/	12	-4	-2	-7	6	CCOC(=O)N1CCC(=C2c3ccc(Cl)cc3CCc3cccnc32)CC1
10	-7	-1.4	10	1	0	/	11	-6	-1	6	COc1cc2c(cc1NC(=O)COCC(=O)O)oc1ccccc12
11	24	-0.2	-13	-2	-3	-2	-1	/	11	10	COc1cccc(OCc2nnc(-c3cccs3)o2)c1
12	4	-1.6	0	-6	-4	-8	6	-6	6	-10	COc1cccc(COC(=O)c2cc(=O)[nH]c3ccc(S(=O)(=O)N4CCOCC4)cc23)c1OC

4 compounds from above, limited to MITF act:
item | mol | MITF act
4 | CCOC(=O)C1CCN(c2c(NCc3ccc(C(=O)NCCC(C)C)cc3)c(=O)c2=O)CC1 | -1
5 | CC(OC(=O)c1cc(=O)[nH]c2ccccc12)C(=O)N1C(C)CCCC1C (stereo unspecified) | -5
6 | Cc1c(NC(=O)C(C)OC(=O)c2cc(-c3cccc4ccccc34)nc3ccccc23)c(=O)n(-c2ccccc2)n1C (stereo unspecified) | -14
7 | CN(CC(=O)Nc1ccc(N2CCOCC2)cc1)C(=O)c1cccc(Cl)c1Cl | -5

The main list resumes, starting four compounds before the break.
No.	MITF act	CAL PDZ FP-1	dFosB act	SR-BI DiI inh	NSD2 HMT inh	Rtt109 HAT inh	PvdQ acylase	CAL PDZ FP-2	SR-BI DiI-HDL act	PfHsp90 yeast 2	smiles
9	-25	0.4	-2	19	/	12	-4	-2	-7	6	CCOC(=O)N1CCC(=C2c3ccc(Cl)cc3CCc3cccnc32)CC1
10	-7	-1.4	10	1	0	/	11	-6	-1	6	COc1cc2c(cc1NC(=O)COCC(=O)O)oc1ccccc12
11	24	-0.2	-13	-2	-3	-2	-1	/	11	10	COc1cccc(OCc2nnc(-c3cccs3)o2)c1
12	4	-1.6	0	-6	-4	-8	6	-6	6	-10	COc1cccc(COC(=O)c2cc(=O)[nH]c3ccc(S(=O)(=O)N4CCOCC4)cc23)c1OC
13	8	-0.6	1	-6	-3	3	8	1	6	-13	C/C(=C(\C#N)C(=O)NC1CCCCC1)N(C)C
14	5	-3.1	-9	32	5	11	-3	-3	-32	-8	COc1ccc(C(=O)NCc2nnc(SCC(=O)Nc3cc(OC)ccc3OC)o2)cc1
15	3	-2.0	1	2	-1	17	-18	-3	-2	10	CCN(CC)CCCN(Cc1cc2cc3c(cc2[nH]c1=O)OCCO3)C(=O)Nc1ccc(F)cc1
16	/	-0.9	0	-4	/	0	-5	-9	4	-1	O=[N+]([O-])c1cc(C(F)(F)F)ccc1NCCc1ccccn1
17	10	-2.8	-8	-8	/	-5	1	-2	8	-36	CCC[C@@H]1CCCO[C@@](C(=O)NCc2ccc(S(C)(=O)=O)cc2)(C(F)(F)F)C1
18	-4	-0.8	8	-6	3	1	-3	-1	6	15	Cc1[nH]c(=O)[nH]c(=O)c1S(=O)(=O)N1CCCC(C(=O)NCCC2=CCCCC2)C1 (stereo unspecified)
19	2	-1.0	-2	/	-4	13	-5	1	/	-6	C=C(C)c1ccccc1NC(=O)CCN1C(=O)c2ccccc2S1(=O)=O
20	31	/	-1	-13	-4	-3	-7	-6	13	7	O=C(Nc1cccc(O)c1)c1ccccc1
21	-3	-1.1	-4	12	0	4	-13	-1	-12	-11	COc1ccc(S(=O)(=O)N2CCC3(CC2)OCCN3S(=O)(=O)c2c(C)cc(C)cc2C)cc1
22	-1	-2.2	-4	/	-1	-11	-18	4	/	-18	COc1ccc(CCNC(=O)c2ccccc2NS(=O)(=O)c2cc(C(=O)O)ccc2OC)cc1
23	0	-1.6	2	-10	-3	1	0	-3	10	-4	Cc1cccc(-n2c(SCC(N)=O)nc3c(c2=O)C2(CCCC2)Cc2ccccc2-3)c1
24	-2	-0.6	-8	68	-1	-4	-19	1	-68	-59	COc1ccc(/C=C/C(=O)Nc2cc(C(F)(F)F)ccc2Cl)cc1OC
25	13	-1.1	1	1	1	5	-6	-1	-1	2	Cc1nn(CC(=O)NCc2ccccc2Cl)c(C)c1[N+](=O)[O-]
26	9	0.3	10	6	0	5	-9	-3	-6	22	O=C(CCNC(=O)c1ccc(Cl)cc1)Nc1ccccc1Cl
27	7	-1.9	66*	14	1	-11	-5	7	-14	/	CN(CC(=O)Nc1ccc(Cl)c(C(F)(F)F)c1)C(=O)c1cc(-c2ccncc2)nc2ccccc12
28	1	-0.2	1	-11	1	-5	-23	0	11	-5	Cc1noc(C)c1COC(=O)[C@@H](NC(=O)c1ccccc1)C(C)C
29	5	-0.3	4	4	/	1	6	-4	0	-17	CCCNC(=O)c1onc(CSc2ccc(F)cc2)c1C(=O)NCCC
30	3	0.5	-3	5	-1	-15	-8	-7	-5	5	Cc1cccc(OCCNC(=O)c2cc(-n3cnnc3)ccc2Cl)c1
31	-4	-0.7	-9	-18	1	15	3	-1	18	/	O=C(Cn1ccccc1=O)Nc1ccc(Cl)c(S(=O)(=O)N2CCCCC2)c1
32	-45	-3.5	11	44	1	-2	14	3	-44	/	CCC1CSC(Nc2ccc(C(=O)/C=C/c3ccc(OC)c(OC)c3)cc2)=N1 (stereo unspecified)
33	/	-0.7	-9	4	2	-3	-14	1	-4	-19	CCc1ccccc1N(C(=O)Cn1nnc2ccccc21)C(C(=O)NCCOC)c1ccco1 (stereo unspecified)
34	48	-2.2	-4	-10	-2	-4	-15	-5	10	/	CCC(CC)c1nnc(NC(=O)C2=COCCO2)s1
35	/	-2.9	-8	-4	-4	-3	-6	-5	4	-24	Fc1cccc(Cl)c1Cn1nnc2c(-n3ccnc3)ncnc21
36	30	-2.6	-5	-3	-3	-6	-11	1	5	-2	O=C(c1cc2cc(Br)ccc2o1)N1CCCCC1

An excerpt of these results, with bars between the fields.
entry | SMILES | MITF act | CAL PDZ FP-1 | dFosB act | SR-BI DiI inh | NSD2 HMT inh | Rtt109 HAT inh | PvdQ acylase | CAL PDZ FP-2 | SR-BI DiI-HDL act | PfHsp90 yeast 2
34 | CCC(CC)c1nnc(NC(=O)C2=COCCO2)s1 | 48 | -2.2 | -4 | -10 | -2 | -4 | -15 | -5 | 10 | /
30 | Cc1cccc(OCCNC(=O)c2cc(-n3cnnc3)ccc2Cl)c1 | 3 | 0.5 | -3 | 5 | -1 | -15 | -8 | -7 | -5 | 5

Continuation.
No.	MITF act	CAL PDZ FP-1	dFosB act	SR-BI DiI inh	NSD2 HMT inh	Rtt109 HAT inh	PvdQ acylase	CAL PDZ FP-2	SR-BI DiI-HDL act	PfHsp90 yeast 2	smiles
37	-4	-2.0	-6	-21	11	6	0	/	21	-3	O=C(O)c1ncc(-c2ccccc2)cn1
38	11	-0.7	2	11	0	0	-15	-6	-11	9	COC(=O)c1cc(C(=O)OCC(=O)Nc2ccccc2OC(F)F)cc([N+](=O)[O-])c1
39	34	1.2	-2	0	-5	-2	8	0	0	16	CN(CC1COc2ccccc2O1)C(=S)NC1CCCCC1 (stereo unspecified)
40	-10	-1.2	-2	-11	-2	7	0	-3	11	-3	Cc1ccc(C(NC(=O)c2ccccc2)C(Cl)(Cl)Cl)cc1 (stereo unspecified)
41	-13	-2.4	-4	-21	1	5	-11	-3	21	-7	COc1ccc(C(=O)N/C(=C\c2cc(OC)c(OC)cc2[N+](=O)[O-])C(=O)NCCO)cc1
42	-8	-0.9	-8	-5	-3	-2	-2	/	5	/	COc1cccc(C(c2c(O)nc(SC)n(C)c2=O)c2c(O)nc(SC)n(C)c2=O)c1
43	-10	-1.1	-8	/	-1	-1	-7	3	/	-9	CCOc1ccccc1NC(=O)C(OC(=O)c1ccc(N(C)C)cc1)c1ccccc1 (stereo unspecified)
44	120*	0.4	-4	14	0	6	0	-1	-14	21	COc1ccc(N/C(C)=C/C(=O)c2ccccc2)cc1
45	-94	-2.4	-7	-1	-1	5	-1	10	1	16	COc1cccc(/C=N/NC(=O)CN2CC(c3ccccc3)CC2=O)c1OC (stereo unspecified)
46	2	-2.9	5	22	1	-3	-4	-5	-22	-16	O=C(NNC(=S)Nc1ccc(Cl)cc1)c1ccccc1OC(F)F
47	2	-0.6	9	8	-1	8	-3	-3	-8	5	CCc1cccc(CC)c1NC(=O)C1CN(S(=O)(=O)c2ccccc2)CCN1S(=O)(=O)c1ccccc1 (stereo unspecified)
48	-14	0.8	-7	-4	3	-8	-22	-3	4	13	Cc1nn(Cc2ccc(C(=O)NN)o2)c(C)c1Cl

Source: PubChem
